Assay outcomes deposited in PubChem by several laboratories.
FAS TE block: inhibitors of human fatty acid synthase thioesterase domain; recombinant FAS-TE, OMFH fluorogenic substrate, fluorescence endpoint; inhibition, % at 15 µM; 360,000 compounds, 0.67% hits; AID 602261;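 active = compounds whose normalised, plate-corrected inhibition of enzyme fluorescence in the single-dose primary screen is 50% or more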;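 note: 0% = DMSO with enzyme and 100% = substrate without enzyme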
Target sequence (P49327 whole entry, looked up, the tested form may be a part): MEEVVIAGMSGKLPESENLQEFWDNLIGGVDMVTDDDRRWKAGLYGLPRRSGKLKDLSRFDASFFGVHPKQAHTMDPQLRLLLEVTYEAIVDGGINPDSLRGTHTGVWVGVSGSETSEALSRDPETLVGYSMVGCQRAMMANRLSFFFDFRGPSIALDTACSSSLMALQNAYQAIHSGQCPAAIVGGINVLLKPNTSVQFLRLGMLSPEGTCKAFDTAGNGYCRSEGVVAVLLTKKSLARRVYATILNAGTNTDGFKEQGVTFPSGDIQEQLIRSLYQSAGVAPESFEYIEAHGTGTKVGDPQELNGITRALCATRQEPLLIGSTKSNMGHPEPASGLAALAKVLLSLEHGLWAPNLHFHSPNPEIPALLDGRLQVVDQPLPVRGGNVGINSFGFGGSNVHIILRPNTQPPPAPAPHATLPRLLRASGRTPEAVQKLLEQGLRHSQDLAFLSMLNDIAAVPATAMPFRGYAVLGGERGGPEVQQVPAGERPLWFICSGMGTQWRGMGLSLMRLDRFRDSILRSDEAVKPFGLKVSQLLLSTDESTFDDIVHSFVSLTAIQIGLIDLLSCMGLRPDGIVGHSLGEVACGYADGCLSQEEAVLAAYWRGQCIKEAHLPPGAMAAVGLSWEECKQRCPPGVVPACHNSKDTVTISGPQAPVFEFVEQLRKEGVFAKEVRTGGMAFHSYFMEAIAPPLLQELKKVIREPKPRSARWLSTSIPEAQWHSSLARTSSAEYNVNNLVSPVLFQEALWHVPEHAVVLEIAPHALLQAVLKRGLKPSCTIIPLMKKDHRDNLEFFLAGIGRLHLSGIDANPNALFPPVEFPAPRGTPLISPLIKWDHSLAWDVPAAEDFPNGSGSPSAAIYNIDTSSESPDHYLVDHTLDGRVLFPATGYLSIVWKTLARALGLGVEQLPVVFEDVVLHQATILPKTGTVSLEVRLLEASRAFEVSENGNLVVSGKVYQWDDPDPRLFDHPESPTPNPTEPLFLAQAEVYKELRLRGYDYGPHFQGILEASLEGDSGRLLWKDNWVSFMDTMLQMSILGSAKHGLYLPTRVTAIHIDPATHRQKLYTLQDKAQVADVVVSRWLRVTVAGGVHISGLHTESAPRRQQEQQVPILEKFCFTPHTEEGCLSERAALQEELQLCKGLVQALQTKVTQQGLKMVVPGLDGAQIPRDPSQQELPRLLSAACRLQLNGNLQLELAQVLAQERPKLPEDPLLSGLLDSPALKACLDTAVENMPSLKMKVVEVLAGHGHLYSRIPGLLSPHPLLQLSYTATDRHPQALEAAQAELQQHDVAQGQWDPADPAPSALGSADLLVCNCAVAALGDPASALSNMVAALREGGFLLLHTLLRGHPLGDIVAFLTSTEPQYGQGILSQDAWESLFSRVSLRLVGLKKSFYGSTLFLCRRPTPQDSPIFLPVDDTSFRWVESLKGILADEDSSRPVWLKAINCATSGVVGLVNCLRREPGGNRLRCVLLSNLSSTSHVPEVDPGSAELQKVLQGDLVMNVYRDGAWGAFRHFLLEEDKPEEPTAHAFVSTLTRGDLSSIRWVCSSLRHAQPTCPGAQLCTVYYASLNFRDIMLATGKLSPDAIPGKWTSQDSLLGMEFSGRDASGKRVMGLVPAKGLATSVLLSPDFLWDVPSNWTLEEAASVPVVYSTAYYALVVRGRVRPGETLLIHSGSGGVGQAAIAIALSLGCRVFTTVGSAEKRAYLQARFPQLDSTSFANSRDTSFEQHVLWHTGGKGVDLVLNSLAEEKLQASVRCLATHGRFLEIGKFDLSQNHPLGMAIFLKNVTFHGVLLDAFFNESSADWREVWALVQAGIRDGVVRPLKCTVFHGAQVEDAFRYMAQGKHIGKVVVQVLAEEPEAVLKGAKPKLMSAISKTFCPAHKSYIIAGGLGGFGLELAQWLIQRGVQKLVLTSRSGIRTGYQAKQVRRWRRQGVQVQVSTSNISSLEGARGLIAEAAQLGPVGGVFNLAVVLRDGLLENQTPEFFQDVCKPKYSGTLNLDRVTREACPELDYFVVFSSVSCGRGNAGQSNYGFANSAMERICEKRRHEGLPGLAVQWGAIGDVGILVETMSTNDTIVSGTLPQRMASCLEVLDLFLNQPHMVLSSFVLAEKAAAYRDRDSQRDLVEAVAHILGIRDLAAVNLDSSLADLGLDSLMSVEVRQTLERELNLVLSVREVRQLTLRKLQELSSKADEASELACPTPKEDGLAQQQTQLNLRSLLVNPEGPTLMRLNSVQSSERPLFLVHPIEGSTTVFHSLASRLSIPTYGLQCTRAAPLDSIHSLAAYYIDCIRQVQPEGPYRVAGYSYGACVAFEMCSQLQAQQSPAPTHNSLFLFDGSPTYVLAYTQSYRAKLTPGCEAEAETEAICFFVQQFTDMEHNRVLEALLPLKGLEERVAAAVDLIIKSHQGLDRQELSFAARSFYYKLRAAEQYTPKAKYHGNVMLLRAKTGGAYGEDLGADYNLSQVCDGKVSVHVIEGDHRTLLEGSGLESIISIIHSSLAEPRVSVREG
MT1-MMP act inh: inhibitors of human MT1-MMP activation; AID 651647; HT1080 RFP-PRO-GFP cells, GFP/RFP ratio fluorescence, overnight; percent of plate control window, DMSO zero; 360,000 compounds, 0.061% hits; GFP/RFP ratio change, % at 20 µM;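 active = GFP/RFP ratio change of at least 30% with cell ATP level not reduced by more than half and red fluorescence within 50% of control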; note: strong numbers were not always called active
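Test system: HT1080 cells expressing an RFP-PRO-GFP fluorescent reporter construct / Compound dosing: single-point 20 µM compound, 1% DMSO / Schedule: cells overnight before dosing, compound overnight, 37 °C, 5% CO2 / Evaluation: GFP/RFP fluorescence ratio / Control set: DMSO and RFP-L50D-GFP cell wells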
E coli Lon inh: E. coli protease La inhibition. purified E. coli Lon protease, fluorescence polarization. P0A9M0. inhibition, % at 7.94 µM. 360,000 compounds, 0.42% hits; in the data active = inhibition above about 13%, passing the limit was not always enough;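 note: 0% = enzyme with probe and DMSO and 100% = no enzyme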
MLLE-PAM2 inh: blocks PAM2 peptide binding to the PABP1 MLLE domain | inhibition, % at 20 µM | GST-MLLE / FITC-PAM2 fluorescence polarization | 360,000 compounds, 0.36% hits | AID 588489; in the data active = inhibition above about 35%, passing the limit was not always enough;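 note: plate controls were DMSO wells with GST-MLLE for no effect and wells lacking GST-MLLE protein for full effect; some results filed as inactive read as strong as hits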
bovine MsrA act: activates bovine MsrA enzyme. purified bovine MsrA, absorbance read-out. activation, % at 10.6 µM. 360,000 compounds, 0.3% hits; in the data active = activation above about 7.5%;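 note: 0% = vehicle and 100% = reference activator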
SKN-1 block: C. elegans SKN-1 inhibition; AID 624304; inhibition, % at 21.8 µM; C. elegans VP596 Pgst-4::GFP/RFP ratio, acrylamide-induced, 24 h; 360,000 compounds, 0.49% hits;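 active = interference check ratio from 0.5 to 1.5 plus GFP to RFP signal ratio inhibition reaching or exceeding a fixed threshold, cut at about 30% in these data, passing the limit was not always enough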; note: some compounds called inactive have numbers as strong as hits
Tb MetRS inh: blocks T. brucei methionyl-tRNA synthetase activity; purified T. brucei MetRS, ATP depletion, Kinase-Glo luminescence; inhibition, % at 11.9 µM; 360,000 compounds, 0.4% hits; AID 624268;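 active = inhibition above a per-plate cutoff of the control wells' mean inhibition plus 3 SD, cut at about 5.5% in these data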;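 note: 0% = DMSO wells median and 100% = median of wells with control inhibitor compound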
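assay system = parasite MetRS enzyme | timing = 15 min preincubation, 2 h reaction, all 25 °C | evaluation = percent inhibition relative to median high and low control wells | medium = HEPES buffer containing pyrophosphatase, BSA, spermine, DTT | compound = single dose, 11.9 µM final nominal, 0.9% final DMSO | detection = Kinase-Glo luminescence, ATP depletion format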
MsrA inh: bovine MsrA inhibition | purified bovine MsrA, absorbance read-out | inhibition, % at 15.5 µM | 360,000 compounds, 0.75% hits; in the data active = inhibition above about 4.5%;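 note: 0% = vehicle wells with enzyme and 100% = reference inhibitor wells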
CendR NRP1 mod: NRP-1/CendR interaction modulation; 360,000 compounds, 0.85% hits; AID 602438; O14786; inhibition, % at 25 µM; FAM-RPARPAR peptide binding to NRP-1, fluorescence polarization;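 active = inhibition or corrected inhibition above about 18%, plus a signal ratio from 0.5 to 1.5, limit read from the data, passing the limit was not always enough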; note: strong numbers were not always called active
* marks the source's active call; other numbers are inactive results; . = not tested or not shown.

SMILES | FAS TE block | MT1-MMP act inh | E coli Lon inh | MLLE-PAM2 inh | bovine MsrA act | SKN-1 block | Tb MetRS inh | MsrA inh | CendR NRP1 mod
CC(C)C1CC(CCN)(Cc2ccccc2)CCO1 (stereo not given) | -5 | -4 | -5 | -7 | -10 | 1 | -1.4 | 0.1 | 6
CC(C)(C)c1nc2ccc([N+](=O)[O-])cc2[nH]1 | 2 | 3 | -7 | -6 | -2 | 3 | -0.4 | 1.3 | 14
Cc1ccccc1-n1nc(-c2cccnc2)cc1C(=O)NN | -3 | 1 | -1 | 10 | -3 | -13 | -0.6 | -1.1 | -14
CCOC(=O)C1=C(C)NC2=C(C(=O)OC2)C1c1ccccc1 (stereo not given) | -2 | -3 | -2 | -10 | -4 | -11 | -0.5 | 1.8 | 21
O=C1Nc2ccccc2-n2nnnc2C1N1CCN(c2ccc(F)cc2)CC1 (stereo not given) | . | -3 | . | . | . | -3 | -0.4 | 0.3 | 3
COc1ccc(S(=O)(=O)Nc2cccc(N(C)S(C)(=O)=O)c2)cc1C | -12 | 0 | 2 | -15 | 1 | 12 | -0.6 | 0.8 | 5
O=Cc1c(NCCN2CCCC2)c2ccccc2[nH]c1=O | -3 | 1 | -11 | -4 | -1 | 7 | 0.1 | -0.5 | -14
CCc1ccc(C2N3CC4([N+](=O)[O-])CN2CC([N+](=O)[O-])(C3)C4(C)C)cc1 (stereo not given) | -4 | -2 | 0 | -5 | -2 | 10 | -0.1 | 0.5 | -8
O=C(Nc1ccc(N2CCOCC2)cc1N1CCOCC1)c1ccc([N+](=O)[O-])cc1 | 5 | 1 | -3 | 2 | 1 | 0 | -0.1 | 0.5 | -1
O=C(Nc1ccc(S(=O)(=O)N2CCCC2)cc1)c1ccc(OCC2CCCO2)cc1 (stereo not given) | 6 | -14 | -4 | 3 | -2 | -4 | -0.2 | -0.1 | -2

Gathered by group: the entries above with nitrogen in an aromatic ring.
SMILES | FAS TE block | MT1-MMP act inh | E coli Lon inh | MLLE-PAM2 inh | bovine MsrA act | SKN-1 block | Tb MetRS inh | MsrA inh | CendR NRP1 mod
CC(C)(C)c1nc2ccc([N+](=O)[O-])cc2[nH]1 | 2 | 3 | -7 | -6 | -2 | 3 | -0.4 | 1.3 | 14
Cc1ccccc1-n1nc(-c2cccnc2)cc1C(=O)NN | -3 | 1 | -1 | 10 | -3 | -13 | -0.6 | -1.1 | -14
O=C1Nc2ccccc2-n2nnnc2C1N1CCN(c2ccc(F)cc2)CC1 (stereo not given) | . | -3 | . | . | . | -3 | -0.4 | 0.3 | 3
O=Cc1c(NCCN2CCCC2)c2ccccc2[nH]c1=O | -3 | 1 | -11 | -4 | -1 | 7 | 0.1 | -0.5 | -14

(list continues)
SMILES | FAS TE block | MT1-MMP act inh | E coli Lon inh | MLLE-PAM2 inh | bovine MsrA act | SKN-1 block | Tb MetRS inh | MsrA inh | CendR NRP1 mod
O=C(O)Cc1ccc(O)c(F)c1 | -2 | 4 | 5 | 3 | -1 | 6 | -0.7 | -0.6 | 7
COc1cccc(/C=N/NC(=O)c2[nH]nc3c2CCc2ccccc2-3)c1O | 5 | -2 | -11 | -7 | -2 | 0 | -0.1 | . | -32
CC1=C(C(=O)N2CCOCC2)CC(CC(=O)NCc2ccco2)C(=O)N1Cc1ccc(F)cc1 (stereo not given) | -5 | 0 | -1 | 16 | -2 | 17 | -0.6 | -0.8 | 0
O=C(Nc1cccc2ncccc12)c1cc2ccccc2o1 | -6 | -1 | 15 | 1 | 0 | 18 | 0.3 | 0.2 | 11
CC(=O)N1c2ccccc2NC(=O)C1(C)C | -6 | -2 | -2 | -1 | -1 | 22 | 0.3 | -0.4 | 3
COC(=O)Cn1cc(S(=O)(=O)NCc2ccc(C)cc2)c2cc([N+](=O)[O-])ccc21 | 18 | -1 | 1 | 12 | -2 | 5 | -1.4 | 0.0 | 5
COc1cc(NC(=S)NC(=O)c2ccco2)ccc1NC(=O)C(C)C | -2 | 1 | 6 | -10 | -4 | -7 | -0.4 | 1.2 | -10
COc1ccc(CC2(CO)CCN(S(=O)(=O)N(C)C)CC2)cc1 | -3 | -1 | -1 | -8 | -4 | -3 | -0.2 | -0.2 | 11
ClCC1CSC(=NC23CC4CC(CC(C4)C2)C3)O1 (stereo not given) | 0 | -6 | -5 | 9 | -18 | -10 | -1.5 | 0.3 | 0
c1ccc2sc(NN=C3CCCC3)nc2c1 | 1 | -4 | -9 | 5 | -3 | 17 | -0.6 | 2.3 | 6
Cc1cc(NC(=O)C2=C(O)c3ccccc3S(=O)(=O)N2C)no1 | -4 | -2 | -6 | 2 | -3 | 9 | -0.9 | 0.3 | 6
Cc1ccc(C(=O)NCC(=O)N/N=C/c2cccs2)cc1[N+](=O)[O-] | 35 | -1 | 4 | 0 | -2 | -2 | 0.9 | 2.7 | 8
CC(=O)c1ccc(N2CCN(CC(=O)Nc3ccccc3C(=O)NC3CC3)CC2)c(F)c1 | -1 | 1 | 2 | 2 | -2 | 6 | -0.5 | 0.0 | 17
Cc1ccc2c(c1)CCCN2C(=O)Nc1ccc2c(c1)OCO2 | 1 | . | 4 | 4 | -2 | -32 | -0.1 | -1.1 | 7
CCOc1ccc(NC(=O)CN2CCN(CC(=O)c3ccc(OC)c(OC)c3)CC2)cc1 | -5 | 2 | -6 | -10 | -3 | 22 | -0.8 | -0.3 | 2
O=C(CSc1nc(C2CC2)nc2ccccc12)N1CCCCC1 | -3 | -11 | -8 | 6 | -2 | 15 | 0.6 | 0.3 | -2
O=C(NNC(=O)C1CCN(S(=O)(=O)c2cccc(C(F)(F)F)c2)CC1)C1CC1 | -5 | 3 | -2 | -3 | -3 | -1 | 0.2 | -0.3 | 6
Cc1cc(NC(=O)c2ccccc2F)cc(C)c1OCC(=O)N1CCOCC1 | -4 | 0 | 4 | 11 | -5 | 16 | -0.3 | 0.0 | 2
CCOC(=O)CSc1nnc(CNC(=O)c2cccs2)n1Cc1ccccc1 | -7 | 7 | 7 | -5 | -11 | -9 | -0.8 | -0.8 | -5
CC(C)(C)n1nnnc1C(c1cccs1)N1CCN(Cc2ccc3c(c2)OCO3)CC1 (stereo not given) | 1 | -6 | 0 | 11 | -5 | 9 | -0.1 | 0.3 | 2
CCCCNC(=O)O[C@@H]1C[C@@H]2CCN3C(=O)CCC[C@H]([C@H]1CC)[C@H]23 | -7 | 4 | -4 | -2 | -3 | 4 | 0.6 | 0.1 | 4
CCOC(=O)/C(=C\C=C\N1CCOCC1)C(C)=O | -4 | -3 | 0 | 17 | -1 | 14 | -0.3 | 2.1 | -5
O=C(NNC(=O)c1ccccc1Br)c1cnccn1 | -8 | 0 | -10 | 16 | -1 | -2 | -0.1 | -0.1 | 12
O=C(O)c1cccc2c1C(=O)N(Cc1ccccc1)C2 | -4 | -5 | -6 | -1 | -6 | -4 | -0.5 | -0.4 | 7
CS(=O)(=O)c1ccccc1C(=O)N1CCN(S(=O)(=O)c2ccc(C3CCCCC3)cc2)CC1 | 43 | 3 | -3 | 6 | -8 | 23 | -0.7 | -0.1 | 6
Cc1sc2ncn(CCn3cnc4sc(C)c(C)c4c3=O)c(=O)c2c1C | -3 | 9 | -13 | -9 | -5 | 2 | -1.3 | -0.4 | -5
Cc1nc(-c2ccc(S(=O)(=O)N3CCCCCC3)cc2)cs1 | 16 | 1 | -10 | 4 | 1 | 14 | -0.6 | 0.8 | -8
COc1ccccc1OCC(=O)Nc1ccc2c(c1)C(=O)N(CC1CCCO1)C2=O (stereo not given) | -3 | -5 | -2 | 22 | -5 | 4 | -0.9 | 0.7 | 18
COc1cc(/C=N/c2oc(C)c(C)c2C#N)cc(Br)c1O | -6 | 33* | 13 | -144 | -4 | 13 | -0.4 | 3.5 | -126
CCn1c(CSc2nc3ccccc3s2)nnc1SCC(=O)c1ccc(O)c(O)c1 | 0 | 5 | -9 | -57 | -3 | 13 | 0.8 | 1.0 | -46
C=CCn1c(C)cc(-c2csc(NC(=O)C3CCN(c4ncnc5sc(C)c(C)c45)CC3)n2)c1C | -5 | 2 | -10 | -15 | -8 | -5 | -0.4 | 0.6 | -28
CS(=O)(=O)N1CC(C(=O)NC2CCCC2)Oc2ccc(Cl)cc21 (stereo not given) | -4 | 3 | -2 | -3 | 1 | 26 | -0.1 | -0.1 | 1
O=C(Cn1ncc2c(=O)oc3ccccc3c21)NCc1cccnc1 | -7 | -9 | -6 | -18 | -3 | 4 | 0.0 | -0.1 | -3
COc1ccc(N2CCN(C(=O)CNC(=O)c3cccs3)CC2)cc1 | -5 | 4 | 3 | -5 | -5 | 16 | -0.4 | 1.0 | 6
CN(CCc1ccccc1)C(=O)c1ccc(NC(=O)Cc2ccc([N+](=O)[O-])cc2)cc1 | 22 | 9 | 1 | -3 | -3 | 21 | -0.2 | 0.3 | -1
Cc1ccc(CSCc2nc3ccccc3[nH]2)cc1 | -1 | 3 | -2 | 9 | -5 | -2 | -0.2 | 1.0 | 5
CCCn1nc(C(=O)NCC2COc3ccccc3O2)c2ccccc2c1=O (stereo not given) | 18 | 2 | -16 | -15 | 2 | -6 | -0.3 | 0.6 | 10
CCCCc1ccc(NC(=O)CSC2=NN3CCCC(=O)N=C3S2)cc1 | 5 | 2 | 13 | -12 | -5 | 17 | -0.2 | 0.6 | 4
CCOC(=O)c1sc(=S)n(-c2ccc(OC)cc2)c1C | 18 | -3 | 9 | 10 | -5 | 2 | -0.3 | 2.6 | 0
C[C@@H]1CCCCO[C@H](CN(C)C(=O)c2ccncc2)[C@H](C)CN([C@@H](C)CO)C(=O)c2cc(NC(=O)c3ccccc3)ccc2O1 | -8 | -3 | 1 | -9 | -1 | -9 | -1.1 | 2.0 | -13
C/C(CC(=O)NCc1ccccc1)=N\NC(=O)c1cnccn1 | -5 | -1 | 5 | 8 | 1 | 4 | 0.0 | 0.9 | 3
NC(=O)c1cc(C(=O)Cc2ccc(Cl)cc2)c[nH]1 | -5 | 3 | -1 | 1 | -2 | 10 | 0.3 | 0.1 | -2
Cc1ccc(NC(=O)CSc2nc3nc(C)cc(C)c3c(=O)[nH]2)cc1 | 0 | 0 | -9 | -3 | 7 | 5 | 0.1 | -0.2 | 0
Cn1c2ccccc2c(=O)c2c(=O)n(Cc3ccco3)c(-c3ccc(F)cc3)nc21 | 1 | 0 | -1 | -2 | -10 | 5 | -0.3 | -1.5 | -3
CCCCC(=O)Nc1ccc(NC(=S)NC(=O)c2cccs2)cc1OC | -1 | 0 | 8 | 30 | -1 | 2 | -0.1 | 0.3 | -10
COc1ccc(-c2cc3c(c4c2ccn4C)C2CCC3C2)cc1OC (stereo not given) | 8 | -1 | -7 | -5 | -3 | 11 | -0.2 | 1.6 | -4
CC1Cc2ccccc2N1CC(=O)NC(=O)NC(C)(C)C (stereo not given) | 0 | 6 | 1 | -5 | -2 | 25 | -0.4 | 0.7 | -9
COc1cccc(NC(=O)CSCc2cc(=O)n3ccsc3n2)c1 | -4 | -7 | -8 | 9 | -13 | -5 | -1.1 | . | 1
COc1ccc(C2/C(=C(/O)c3ccc(Br)cc3)C(=O)C(=O)N2C)cc1OC (stereo not given) | -6 | 2 | 1 | 6 | -7 | -3 | -0.4 | 1.2 | -6
Cc1ccc2nc(N/N=C\c3ccc([N+](=O)[O-])o3)nc(-c3ccccc3)c2c1 | -11 | -2 | -19 | -99 | -2 | 19 | -0.9 | -0.4 | -17
